SUMO Mot1 rescue = yeast Mot1-301 growth rescue at high temperature, primary screen, SUMOylation pathway inhibitor project, S. cerevisiae, ATP luminescence, 38.5C | S. cerevisiae Mot1-301 growth rescue; percent above DMSO median, 100 means doubled | growth rescue, % at 18.8 µM | 320,000 tested, 1% active;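 active = every valid replicate shows activation above 250% relative to neutral control wells; inactive = the rest, any valid replicate at or below 250%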;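 note: OY570 slx delta 5 strain wells were the positive control but not used for scaling; some compounds called inactive have numbers as strong as hits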
PKA-R1A activ = activators of PKA-R1A holoenzyme, primary screen, biochemical, fluorescence polarization, Cy5-IP20, bovine R1A, mouse PKAc; cAMP-dependent protein kinase type I-alpha regulatory subunit (Bos taurus) + …; 340,000 tested, 0.083% active; PKA-R1A dissociation; scaled: DMSO 0%, 113 µM cGMP 100%; activation, % at 11.4 µM;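 active = percent activation above the mean of all tested compounds plus 3 SD, cut at about 19% in these data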;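 note: higher means more PKAc released from R1A so a rise in polarization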
PKA-R2B act = activators of PKA-R2B holoenzyme, primary screen, biochemical, fluorescence polarization, Cy5-IP20, human. cAMP-dependent protein kinase catalytic subunit beta (Homo sapiens) + cAMP-dependent …. activation, % at 11.4 µM. PKA-R2B holoenzyme dissociation; R2B truncated from residue 108, S112A mutant; 0% DMSO only, 100% 113 µM cGMP. 340,000 tested, 0.079% active;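 active = activation above a cutoff set at the mean over all compounds plus 3 SD, cut at about 18% in these data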;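 note: higher means more holoenzyme dissociation and a rise in polarization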
MITF TRPM1 HTS = activators of MITF-driven TRPM1 promoter reporter, primary screen, cell-based, SK-MEL-5, luciferase, single point; SK-MEL-5 TRPM1-promoter luciferase, 24 h; % of positive control, neutral wells = 0; 300,000 tested, 0.75% active; activation, % at 12.5 µM;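 active = mean activation of at least 80% with every replicate also reaching 80%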;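 note: 0% = neutral control wells and 100% = parthenolide positive control wells; values of inactives mirror those of a sister screen read the other way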
NSD2 inh = NSD2 histone methyltransferase inhibitors, primary screen, biochemical, AlphaScreen, single concentration, set 2. NSD2 peptide methylation, 120 min. Histone-lysine N-methyltransferase NSD2 (Homo sapiens), O96028. inhibition, % at 12.5 µM. AID 743445, 2014. 310,000 tested, 0.54% active; in the data active = inhibition above about 50%
Target sequence (O96028 whole entry, looked up): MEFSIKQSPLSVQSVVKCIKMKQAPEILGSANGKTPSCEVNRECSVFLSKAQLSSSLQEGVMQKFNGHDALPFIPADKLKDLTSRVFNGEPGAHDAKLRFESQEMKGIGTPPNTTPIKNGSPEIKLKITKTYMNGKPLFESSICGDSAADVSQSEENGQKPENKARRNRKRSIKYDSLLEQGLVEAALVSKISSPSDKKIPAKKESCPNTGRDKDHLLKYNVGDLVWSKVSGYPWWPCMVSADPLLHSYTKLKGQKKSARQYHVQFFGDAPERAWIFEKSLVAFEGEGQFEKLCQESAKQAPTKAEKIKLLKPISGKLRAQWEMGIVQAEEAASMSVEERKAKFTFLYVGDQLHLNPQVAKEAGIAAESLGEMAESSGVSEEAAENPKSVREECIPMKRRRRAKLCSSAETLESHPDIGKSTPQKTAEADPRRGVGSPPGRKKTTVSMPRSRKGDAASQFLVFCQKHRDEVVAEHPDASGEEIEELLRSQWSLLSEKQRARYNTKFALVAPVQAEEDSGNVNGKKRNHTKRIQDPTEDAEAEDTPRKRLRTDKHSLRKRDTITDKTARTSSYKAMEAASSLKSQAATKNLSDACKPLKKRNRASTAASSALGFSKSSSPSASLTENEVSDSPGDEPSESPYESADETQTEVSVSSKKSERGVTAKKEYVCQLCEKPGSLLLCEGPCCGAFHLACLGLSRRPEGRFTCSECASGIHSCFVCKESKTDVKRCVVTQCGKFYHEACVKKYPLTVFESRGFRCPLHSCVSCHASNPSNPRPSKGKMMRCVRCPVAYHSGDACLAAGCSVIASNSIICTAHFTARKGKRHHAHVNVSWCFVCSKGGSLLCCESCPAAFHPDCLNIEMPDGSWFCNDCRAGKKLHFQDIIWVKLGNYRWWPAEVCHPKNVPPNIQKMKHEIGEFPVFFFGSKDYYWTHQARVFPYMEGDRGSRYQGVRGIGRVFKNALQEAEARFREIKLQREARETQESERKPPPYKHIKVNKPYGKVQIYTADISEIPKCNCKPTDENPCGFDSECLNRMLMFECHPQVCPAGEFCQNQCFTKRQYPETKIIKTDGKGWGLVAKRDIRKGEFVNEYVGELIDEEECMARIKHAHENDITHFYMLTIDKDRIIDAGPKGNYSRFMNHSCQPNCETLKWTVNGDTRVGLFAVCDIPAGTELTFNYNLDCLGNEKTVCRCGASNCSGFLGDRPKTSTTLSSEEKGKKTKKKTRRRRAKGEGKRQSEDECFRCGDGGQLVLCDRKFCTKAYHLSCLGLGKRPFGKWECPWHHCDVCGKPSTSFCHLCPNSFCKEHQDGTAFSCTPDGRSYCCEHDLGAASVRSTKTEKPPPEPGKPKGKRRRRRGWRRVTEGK
CDK5 p35 inh = inhibitors of human CDK5/p35 kinase, primary screen, biochemical, single concentration | Cyclin-dependent kinase 5 (Homo sapiens) + Cyclin-dependent kinase 5 activator 1 (Homo … | Recombinant CDK5/p35, ADP-Glo luminescence, 60 min | inhibition, % at 10 µM | 330,000 tested, 0.01% active | AID 488839, 2010;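 active = highest replicate inhibition of at least 50% and at least 75% of replicates reaching 50%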;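 note: plate controls were DMSO neutral control for no effect and GW8510 at 10 µM for full effect; many of its hits are not listed in these tables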
SR-BI uptake up = activators of SR-BI mediated DiI-HDL uptake, primary screen, ldlA[mSR-BI] CHO cells, DiI fluorescence; 320,000 tested, 0.096% active; 3 h; 100 = double the neutral-control signal; activation, % at 12.5 µM;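 active = mean replicate activation of at least 60% and every replicate at or above 60%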;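 note: 0% = median plate neutral-control signal and 100% = twice that signal; values of inactives mirror those of a sister screen read the other way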
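Test system: SR-BI-overexpressing, LDLR-lacking CHO cells; Medium: Ham's F12 with 0.5% BSA, HEPES 25 mM, pH 7.4; Schedule: 3 h, 37 °C; Technique: bottom-read fluorescence, 550/595 nm.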
Arrestin-AP2 inh = inhibitors of beta-arrestin/AP2 binding, primary screen, biochemical, GPCR trafficking, flow cytometry. beta-arrestin 1 C-terminal peptide binding to AP2 beta2-adaptin appendage (human). FITC-arrestin peptide / GST-AP2 beads; AP2 beta2 appendage carries R879A mutation. inhibition, % at 10 µM. 340,000 tested, 0.31% active. AID 504490, 2011;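 active = inhibition above a set limit, near 3 SD of compounds lacking own fluorescence, cut at about 54% in these data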;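 note: plate controls were DMSO wells for no effect and 5 µM unlabelled arrestin peptide for full effect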
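Material – AP2 appendage R879A on GSH beads · Buffer or medium – PBS with 0.05% Tween 20 and 0.1% BSA · Probe or stimulus – fluorescein-tagged arrestin peptide at 50 nM final · Incubation – compound with beads 12 min RT, then probe 1 h RT · Detection – high-throughput flow cytometry of beads, ex 488, em 535 nm · Evaluation – percent response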
dFosB act = activators of delta FosB homodimer, primary screen, biochemical, fluorescence polarization, TAMRA-CDK5 oligo, single point; activation, % at 25 µM; 340,000 tested, 0.99% active; AID 493131, 2011; Protein FosB (Mus musculus), P13346; purified delta FosB; percent of positive-control signal above neutral wells;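 active = mean activation above about 17%, with every replicate also reaching it, limit read from the data, passing the limit was not always enough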;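 note: fluorescence polarization rise as delta FosB binds a TAMRA Cdk5 AP-1 oligo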
SR-BI DiI inh = inhibitors of SR-BI mediated HDL lipid uptake, primary screen, ldlA[mSR-BI] cells, fluorescence, single point | ldlA[mSR-BI] CHO cells, DiI-HDL uptake fluorescence, 3 h | inhibition, % at 12.5 µM | 320,000 tested, 0.96% active | AID 488896, 2010;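 active = mean replicate inhibition of at least 70% and a set share of replicates each scoring 70 or more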;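 note: 0% = median of neutral control wells and 100% = median of positive control wells; values of inactives mirror those of a sister screen read the other way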
Pemphigus Ab inh = inhibitors of pemphigus antibody binding to DSG3, primary screen, biochemical, bead-based, flow cytometry, scFv-GFP; AID 588358, 2011; binding (percent of control), % at 10 µM; DSG3-coupled beads, scFv-anti-DSG3-GFP binding; hits give low values; 310,000 tested, 0.48% active;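 active = binding more than 3 SD below its plate's average and above zero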;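 note: hits lower antibody fragment binding to DSG3; some compounds called inactive have numbers as strong as hits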
* = called active by the depositor; nt = no result given.

SMILES	SUMO Mot1 rescue	PKA-R1A activ	PKA-R2B act	MITF TRPM1 HTS	NSD2 inh	CDK5 p35 inh	SR-BI uptake up	Arrestin-AP2 inh	dFosB act	SR-BI DiI inh	Pemphigus Ab inh
O=c1[nH]c2cc(Cl)ccc2n(CCNc2ncc(C(F)(F)F)cc2Cl)c1=O	-31	-3	2	3	-2	0.5	-38	2	3	38	101
COc1ccc(NC(=O)C(OC(=O)c2cnccn2)c2ccccc2)cc1Cl (configuration not stated)	-3	-16	-10	17	-4	-1.5	16	29	0	-16	113
O=C1COc2ccc(C(=O)COC(=O)c3ccc(F)cc3Cl)cc2N1	14	-4	-1	-1	-1	0.2	-22	-10	8	22	nt
O=c1c([N+](=O)[O-])cn(Cc2ccccc2)c(=O)n1Cc1ccccc1	nt	-8	5	-15	5	0.8	3	-9	-13	-3	94
Cc1cc2nc(CCN(Cc3cccnc3)C(=S)Nc3ccc(F)cc3)[nH]c2cc1C	8	4	-4	-13	7	-1.7	10	-9	-8	-10	100
Cc1nnc(SCC2=C(C(=O)O)N3C(=O)C(NC(=O)Cn4nc(C(F)F)c(Cl)c4C)C3SC2)s1 (configuration not stated)	752	-14	-16	2	1	-0.7	1	22	-6	-1	104
CC[n+]1c(C=C2C=C(C)OC(C)=C2)sc2ccccc21	nt	2	0	-75	7	2.4	25	8	8	-25	136
Cc1ccc(S(=O)(=O)Nc2ccc(S(=O)(=O)N3CCOCC3)cc2)cc1[N+](=O)[O-]	92	-8	-2	-6	2	-0.1	2	-4	1	-2	106
CC(C)(C)OC(=O)N1CCC[C@H]1c1nnc(SCC(=O)Nc2cccc(Cl)c2)o1	0	11	1	1	-1	-0.3	0	-4	-4	0	109
O=C(OCc1nnc(-c2ccccc2)o1)c1ccc2c(c1)C(=O)N(CCc1ccccc1)C2=O	5	6	4	nt	-1	-2.0	7	2	-9	-7	101
CCOC(=O)c1sc(C)nc1C1CCN(C(=O)OCC)CC1	-15	2	-8	3	1	-0.7	-13	11	-1	13	103
CC(NC(=O)c1ccccc1Br)c1nnc(SCC(=O)NC2=NCCS2)n1C (configuration not stated)	6	-1	-11	-13	-4	0.5	nt	17	-3	nt	nt
Cc1csc(SCC(=O)Nc2nccs2)n1	0	4	11	-6	-1	0.6	-4	18	-3	4	96
COc1ccc2[nH]c(=O)c(C(c3nnnn3CC3CCCO3)N3CCCCC3)cc2c1 (configuration not stated)	nt	3	4	-2	-2	0.0	8	-14	-5	-8	105
COc1cccc(C2N(c3cccc(Cl)c3)C(=O)C3CCCN32)c1OC (configuration not stated)	-15	-1	-10	nt	nt	-5.3	-32	-4	1	32	113
Cc1ccc(CSCC(=O)N(C)CC(=O)Nc2ccc(Br)cc2C)cc1	-10	-10	-8	-1	0	-1.2	-14	0	2	14	99
O=C(CSc1ccc(Br)cc1)Nc1cccc(S(=O)(=O)N2CCOCC2)c1	nt	-3	-10	17	nt	0.5	13	27	-11	-13	96
CC1(C)CC(N2CCOCC2)=CC(=[N+]2CCOCC2)C1	0	8	-2	-5	-1	0.8	13	-29	-9	-13	101
N#Cc1c(-c2ccccc2)nc(-c2ccccc2)[nH]c1=O	-13	-9	10	nt	0	-0.6	22	11	-4	-22	98
CC(C)=CCN1CCN(Cc2cc(C(C)C)n[nH]2)CC1CCO (configuration not stated)	nt	4	3	-9	-280	-2.7	6	7	-6	-6	78
COc1cc(OC)c(C(=O)O/N=C(\N)c2ccc(C)cc2)cc1OC	15	-8	1	20	1	0.5	-20	-7	0	20	107
COc1ccc2oc(=O)c(C(=O)NCc3ccco3)cc2c1	654*	6	-4	12	nt	1.3	4	-18	-7	-4	101
CCC(=O)N(Cc1cc2cc(C)c(C)cc2[nH]c1=O)C1CCCCC1	2	2	7	0	1	-0.2	-7	0	4	7	100
COc1ccccc1NC(=O)Nc1nc(C(C)(C)C)cs1	1	-7	-16	47	-1	-2.1	-56	4	-4	56	105
CCOc1ccccc1-n1nnnc1SCC(=O)NC(=O)NCc1ccco1	4	2	10	-4	6	-2.4	nt	2	-14	nt	95
SMILES	SUMO Mot1 rescue	PKA-R1A activ	PKA-R2B act	MITF TRPM1 HTS	NSD2 inh	CDK5 p35 inh	SR-BI uptake up	Arrestin-AP2 inh	dFosB act	SR-BI DiI inh	Pemphigus Ab inh
CCN1C(=O)c2cccc3c(S(=O)(=O)NCCCN4CCOCC4)ccc1c23	3	2	7	-22	nt	1.1	27	-3	-5	-27	nt
CCN1CCN(c2nc3c(c(=O)n(C)c(=O)n3C)n2Cc2cccc3ccccc23)CC1	3	9	1	0	21	-2.8	nt	2	-3	nt	104
NCCc1nnc(SCc2ccccc2Cl)o1	-7	nt	nt	nt	0	0.7	21	-16	-5	-21	95
COCCNS(=O)(=O)c1ccc(OCC(=O)N2CCc3ccccc3C2)c(Cl)c1	132	-6	8	nt	0	2.7	-19	28	-10	19	99
O=C(CCS(=O)(=O)c1ccccc1Cl)Nc1ccc(S(=O)(=O)Nc2ncccn2)cc1	276	8	-6	7	0	-0.9	nt	-13	-4	nt	93
COCCN(C(=O)COC(=O)CCC(=O)c1cccs1)c1c(N)n(Cc2ccccc2)c(=O)[nH]c1=O	47	-2	-11	-1	0	-2.6	3	-4	-9	-3	98
O=C(c1ccc(S(=O)(=O)Nc2ccccc2F)cc1)N1CCC1	79	-4	7	8	-2	-0.3	3	28	0	-3	101
N#Cc1ccc(C2=CC(=O)C[C@H](c3ccc(Cl)cc3)C2)cc1	-16	0	-1	0	nt	1.9	-29	19	3	29	94
COc1ccc(S(=O)(=O)Nc2nc3ccccc3nc2Nc2cccc(C(=O)O)c2)cc1	17	-7	-9	0	-3	-3.4	8	-1	6	-8	nt
CNC(=S)N/N=C/c1c(C)cccc1Cl	2	-10	-3	-1	-4	-0.4	-14	8	-8	14	nt
CC[C@]12c3[nH]c4ccc(Cl)cc4c3CCN1C(=O)[C@@H](CC(=O)NCCCN(C)C)C[C@@H]2C(=O)N1CCN(C(=O)C2CC2)CC1	nt	-4	0	-5	nt	-1.6	nt	-1	2	nt	97
COc1cc(CC(=O)NCC2CCCCC2)cc(OC)c1OC	-10	7	3	2	-2	0.0	-9	-8	-7	9	82
CCn1c(CCNC(=O)c2ccc(OC)cc2)nnc1SCC(=O)Nc1ccccc1F	6	-16	-2	8	-3	-0.9	-1	0	-3	1	96
O=C(N/C(=C\c1cccnc1)c1nc2ccccc2[nH]1)c1cccc(Br)c1	nt	-8	-3	-4	1	0.3	5	2	-11	-5	108
CC1CCCCC1NC(=O)NC(=O)COC(=O)c1nccnc1N (configuration not stated)	-16	7	2	11	1	-0.3	-6	-6	-9	6	100
COc1ccc(Cl)cc1NC(=O)CN(C)C(=O)c1sc2ccccc2c1Cl	-1	-13	-4	-8	-1	-0.6	-43	3	-13	43	nt
CCC(C)(C(=O)NC1CCCC1)N(C)C(=O)c1ccccn1 (configuration not stated)	-10	-11	-4	-2	0	1.2	9	12	-6	-9	nt
COc1ccc(S(=O)(=O)CCC(=O)NCCc2cccc(C)c2)cc1	98	2	13	5	0	-1.2	9	35	6	-9	104
COc1cc(Cl)ccc1OCc1cc(C(=O)N(C)CCc2c(C)n[nH]c2C)no1	2	0	1	14	1	-0.9	-51	-14	-5	51	101
COc1cc(-n2nnnc2SCC(=O)N2CCN(c3ccc(F)cc3)CC2)c(OC)cc1Cl	nt	-6	-1	3	1	2.8	-55	25	4	55	102
Cc1cc(C(=O)CN2C(=O)C(=O)N(C3CCCC3)C2=O)c(C)n1CCc1ccc(F)cc1	nt	-2	5	-16	-2	-1.4	-26	-12	-12	26	nt
COc1ccc(N(CC(=O)NC2CC3CCC2C3)S(=O)(=O)c2ccccc2)cc1OC (configuration not stated)	125	-6	10	8	-1	1.9	nt	16	-5	nt	nt
CC(O)(c1ccc(Cl)cc1)C(c1ccccc1)c1ccccn1 (configuration not stated)	nt	2	-7	10	-2	-2.1	-15	8	1	15	nt
CCOC(=O)C1(C)Oc2ccc(S(=O)(=O)CC)cc2NC1=O (configuration not stated)	nt	-2	5	11	12	0.5	5	0	-4	-5	116
CNC(=O)CSc1nnc(-c2ccccc2)n1C	5	3	2	4	-1	-5.0	29	3	-6	-29	105
SMILES	SUMO Mot1 rescue	PKA-R1A activ	PKA-R2B act	MITF TRPM1 HTS	NSD2 inh	CDK5 p35 inh	SR-BI uptake up	Arrestin-AP2 inh	dFosB act	SR-BI DiI inh	Pemphigus Ab inh
Cc1ccc(NC(=S)NCc2cccn2C)cc1	-14	3	14	3	10	-0.3	-55	20	-10	55	nt
CCOc1ccc2nc(NCCNC(=O)Nc3ccccc3)c(C#N)cc2c1	12	-6	-2	nt	nt	-1.0	-61	26	14	61	95
CCS(=O)(=O)N1Cc2ccccc2CC1C(=O)Nc1nc2ccccc2s1 (configuration not stated)	-3	-8	-9	4	1	-6.1	-7	-2	9	7	85
COc1cc(OC)cc(C(=O)NNC(=O)Cc2ccc(OC)c(S(=O)(=O)N3CCOCC3)c2)c1	nt	-10	-4	-2	0	0.7	11	-6	-1	-11	105
CCOc1cccc2sc(NC(=O)CCS(=O)(=O)c3ccccc3)nc12	-8	-6	-2	-14	-2	1.9	-38	3	-5	38	95
CC(C)(C)c1cc(/C=C2\NC(=O)NC2=O)cc(C(C)(C)C)c1O	11	-1	-7	-19	2	1.0	-24	-5	-6	24	101
Cc1cc(NC(=O)CSc2ncnc3sccc23)no1	nt	-1	5	-2	0	-2.4	1	17	-11	-1	104
Oc1ccc(Br)cc1/C=N/Nc1ccccn1	-24	-5	-2	9	-1	-0.4	-26	-5	7	26	89

Compound activity (PubChem)
